Source: PubChem BioAssay (several laboratories)
TRPC4 act = opens the mouse TRPC4 cation channel. Q9QUQ5. HEK293 TRPC4beta/mu-opioid, Fluo4 calcium fluorescence; active compounds read high. B-score at 10 µM. hit rate 0.49% among 310,000. AID 2237;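 active = B-score above 5 SD of library B-scores, and initial fluorescence ratio not above library mean plus 5 SD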;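 note: positive B-score marks a calcium rise read as TRPC4 activation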
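Assay system: HEK293 stable line with TRPC4beta plus mu-opioid receptor; schedule: 45 min room-temperature Fluo4 loading, 110 s read; technique: kinetic Fluo4 calcium fluorescence; evaluation: integrated baseline-normalised fluorescence ratio, converted to per-well B score; controls: buffer (low) and maximal DAMGO (high)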
SKKanGAS inh = blocks kanamycin growth of S. pyogenes SKKanGAS strain; BacTiter-Glo, 6 h; inhibition, % at 7.5 µM; hit rate 1.3% among 300,000; AID 1662;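 active = mean replicate score, as percent of positive control median, at least 50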;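 note: strain carries kanamycin resistance gene driven by streptokinase promoter and grows in 40 µg/ml kanamycin; loss of luminescence reflects streptokinase promoter inhibition or plain growth inhibition; 0% = median of DMSO wells and 100% = positive control at its reference dose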
TRPC6 activator = mouse TRPC6 channel activation; AID 2550; Q61143; hit rate 0.13% among 310,000; HEK293-TRPC6 membrane potential dye fluorescence; active compounds read high; B-score at 10 µM;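 active = B-score of the integrated fluorescence ratio above library mean plus 3 SD, and starting fluorescence ratio within library mean plus 5 SD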;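 note: higher score means more depolarization so channel activation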
MrgX1 PAM = human MrgX1 positive allosteric modulation, primary screen. MrgX1-HEK293, Fluo-4 calcium flux, FDSS; active compounds read high. hit rate 0.63% among 310,000. B-score at 10 µM;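 active = plate-corrected calcium response at least 3 library SD above typical, normal starting fluorescence, not activating the receptor alone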;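 note: compound read alongside a low EC10 to EC30 dose of BAM8-22 agonist; peak minus trough fluorescence over baseline measured at the second addition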
ANO1 activ = activates or potentiates the mouse TMEM16A chloride channel; Q8BHY3; HEK293 TMEM16A/YFP-H148Q/I152L, iodide quench fluorescence; active compounds read low; B-score at 10 µM; hit rate 0.3% among 340,000; AID 623877;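 active = fluorescence-ratio B-score plate-corrected deviation score at least 3 library SD below zero, with starting fluorescence score within 5 deviations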;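 note: channel opened by trigger with iodide after compound preincubation; score built on the fluorescence ratio of max minus min over baseline; more negative score means more quench and so TMEM16A activation or potentiation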
Target sequence (Q8BHY3 whole entry, looked up): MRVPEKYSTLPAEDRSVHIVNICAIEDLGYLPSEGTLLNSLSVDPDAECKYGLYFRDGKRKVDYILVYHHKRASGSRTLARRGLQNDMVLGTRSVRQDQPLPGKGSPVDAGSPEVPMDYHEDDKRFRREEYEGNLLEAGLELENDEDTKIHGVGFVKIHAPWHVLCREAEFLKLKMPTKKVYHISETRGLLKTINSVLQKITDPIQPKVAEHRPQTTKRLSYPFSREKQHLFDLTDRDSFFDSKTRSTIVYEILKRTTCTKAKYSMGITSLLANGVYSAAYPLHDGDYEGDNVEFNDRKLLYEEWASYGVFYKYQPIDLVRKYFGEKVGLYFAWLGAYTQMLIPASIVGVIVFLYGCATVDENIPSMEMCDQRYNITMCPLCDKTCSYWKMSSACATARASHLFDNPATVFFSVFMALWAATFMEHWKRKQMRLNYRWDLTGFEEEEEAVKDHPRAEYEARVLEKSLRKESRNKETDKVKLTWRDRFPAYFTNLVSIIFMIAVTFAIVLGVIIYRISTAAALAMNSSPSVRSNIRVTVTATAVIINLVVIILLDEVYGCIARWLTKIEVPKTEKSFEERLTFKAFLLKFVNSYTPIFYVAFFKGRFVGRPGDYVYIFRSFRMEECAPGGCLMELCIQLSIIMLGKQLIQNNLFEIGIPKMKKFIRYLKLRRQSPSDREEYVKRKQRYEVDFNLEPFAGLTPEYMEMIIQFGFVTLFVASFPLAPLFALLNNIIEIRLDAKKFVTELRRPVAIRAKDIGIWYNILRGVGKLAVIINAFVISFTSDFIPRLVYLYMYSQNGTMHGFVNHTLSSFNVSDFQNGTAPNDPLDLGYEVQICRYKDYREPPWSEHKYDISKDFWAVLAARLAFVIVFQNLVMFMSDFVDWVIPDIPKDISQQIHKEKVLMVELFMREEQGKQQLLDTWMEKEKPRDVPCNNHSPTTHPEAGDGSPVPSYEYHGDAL
MrgX1 agonist = agonists of human MrgX1 receptor; Q96LB2; MrgX1-HEK293 cells, Fluo-4 calcium fluorescence, agonist mode; active compounds read high; B-score at 10 µM; hit rate 0.44% among 310,000; AID 588627;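 active = calcium response B-score plate-corrected fluorescence ratio at least 3 library SD, with starting fluorescence B-score inside 5 SD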
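Test system: HEK293 cells stably expressing human MrgX1 receptor; amount: 15,000 cells per well; doses: compound delivered in addition one of three; times: overnight plating before 1 h dye loading; detection: Fluo-4 NW calcium-flux fluorescence, kinetic read; read-out basis: B-scored fluorescence response ratio; controls: positive and negative controls per plate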
ANO1 block = inhibitors of mouse TMEM16A calcium-activated chloride channel | Q8BHY3 | HEK293 TMEM16A/YFP iodide influx fluorescence, ionomycin | normalized B-score (activity score, 25-100; higher = stronger inhibition) at 10 µM | hit rate 1.2% among 310,000 | AID 588511;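 active = ratio plate-corrected score three or more library SD toward inhibition, starting fluorescence score within five deviations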;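 note: score derived from kinetic fluorescence span divided by baseline fluorescence per well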
MrgX1 antagonist = antagonists of human MrgX1 receptor; MRGX1-HEK293 calcium flux, Fluo-4, BAM8-22 antagonism; active compounds read low; hit rate 1.3% among 310,000; AID 588676; B-score at 10 µM; Q96LB2;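 active = calcium-response B-score plate-corrected more than 3 library SD below zero, starting fluorescence within 5 deviations, no agonist response on first addition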;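 note: peak minus trough fluorescence over baseline after final BAM8-22 challenge near maximal dose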
TRPC4 PAM = allosteric potentiators of mouse TRPC4 channel | AID 2227 | Q9QUQ5 | hit rate 0.42% among 310,000 | B-score at 10 µM | HEK293 TRPC4beta/mu-opioid, DAMGO EC20, Fluo-4 Ca2+ flux; active compounds read high;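 active = B-score of calcium response area above 5 SD of library B-scores, with initial fluorescence ratio within 5 SD of library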;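 note: B-score of integrated fluorescence ratio over time as area under calcium response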
TRPC6 inh = inhibitors of mouse TRPC6 channel; Q61143; HEK293-TRPC6, membrane potential dye, ACh-evoked depolarization; active compounds read low; B-score at 10 µM; hit rate 1.1% among 310,000;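 active = B-score under library mean minus 3 SD, initial fluorescence not abnormally high, positive integrated signal ratio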;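 note: B-score derived from integrated fluorescence ratio over the kinetic read; more negative B-score means stronger inhibition of depolarization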
TRPC4 block = inhibitors of mouse TRPC4 channel; B-score at 10 µM; HEK293 TRPC4beta/mu-opioid, DAMGO-evoked Fluo4 calcium flux; active compounds read low; Q9QUQ5; hit rate 0.39% among 300,000;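 active = B-score over 3 SD under the library average, no early fluorescence shift, positive overall ratio signal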
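Assay system: Stable TRPC4beta/mu-opioid receptor HEK293 cells | Reagent: DAMGO in two steps, submaximal then maximal | Compound dosing: Single concentration per test compound | Signal: Fluo4 Ca2+ flux fluorescence | Evaluation: Per-well B score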
Starred values were filed as active, the others as inactive; i = inactive; / = not tested or not shown.

SMILES	TRPC4 act	SKKanGAS inh	TRPC6 activator	MrgX1 PAM	ANO1 activ	MrgX1 agonist	ANO1 block	MrgX1 antagonist	TRPC4 PAM	TRPC6 inh	TRPC4 block
C=CCNC(=O)C1CCN(c2ccc(S(=O)(=O)N3CCOCC3)cc2[N+](=O)[O-])CC1	i	3	i	i	i	i	i	i	i	i	i
CC(=O)C1=C(C)NC(SCC(=O)c2ccc(Cl)cc2Cl)=C(C#N)C1c1ccco1 (centres undefined)	i	18	i	i	i	i	i	i	i	i	i
COc1ccc(OC)c(NC(=O)CS(=O)(=O)Cc2ccccc2)c1	i	-3	i	/	i	/	/	/	i	i	i
CC(Oc1ccccc1)C(=O)Nc1nnc(S(=O)(=O)N(C)c2ccccc2)s1 (centres undefined)	i	19	i	i	i	29*	i	i	i	i	i
Cc1ccc(-n2c(C)cc(/C=C3\SC(=O)NC3=O)c2C)cc1	i	31	i	i	i	i	i	i	i	i	i
c1ccc(CN2CCN(Cc3c[nH]c4ccccc34)CC2)cc1	i	-3	i	i	i	i	i	i	i	i	-6*
Cc1ccc(SCC(=O)NCCN2C(=O)CSC2=O)c(C)c1	i	-3	i	i	i	i	i	i	i	i	i
CCCCSc1cc(C)nc(N)n1	i	-4	i	i	i	i	i	i	i	i	i
O=S(=O)(Cc1nnnn1-c1ccc(Br)cc1)c1ccc(F)cc1	i	15	i	i	i	i	i	i	i	i	i
COc1cc(/C=C2\SC(=O)N(Cc3ccc(F)cc3)C2=O)cc([N+](=O)[O-])c1O	i	0	i	/	i	/	/	/	i	i	i
CCNc1nc(N)nc(Oc2ccc(OCc3ccccc3)nn2)n1	i	-1	i	i	i	i	i	i	i	i	i
Cc1ccc(S(=O)(=O)c2nnn3c2nc(N2CCOCC2)c2ccccc23)c(C)c1	i	12	i	i	i	i	i	i	i	i	i
CC(=O)N1CCN(C(=O)c2ccc(NS(=O)(=O)c3ccc4c(c3)OCCO4)cc2)CC1	i	-3	i	i	i	i	i	i	i	i	i
COc1ccc2c(c1)CCCN2S(=O)(=O)c1ccc(Cl)cc1	i	1	i	i	i	i	i	i	i	i	i
O=C(c1ccco1)N1CCN(C(=O)c2[nH]ncc2[N+](=O)[O-])CC1	i	2	i	i	i	i	i	i	i	i	i
COc1ccccc1-c1nnc(SCC(=O)N2CCCC2)o1	i	-1	i	i	i	i	i	i	i	i	i
O=C(Cc1cccs1)N/N=C/C=C/c1ccccc1	i	-4	i	i	i	i	i	i	i	i	i
CC(Sc1n[nH]c(N)n1)C(=O)NC1CCCCC1C (centres undefined)	i	0	i	i	i	i	i	i	i	i	i
Cc1ccc(S(=O)(=O)N2CCC(C(=O)NNS(=O)(=O)c3ccc(Cl)cc3)CC2)cc1	i	-2	i	i	i	i	i	i	i	i	i
COC(=O)c1sc(-c2ccc(C(C)(C)C)cc2)cc1NC(=O)COCC(=O)O	i	33	i	i	i	i	i	-4.7*	i	i	i
COc1cccc2[nH]c(C(=O)NCc3ccccc3)cc12	i	-1	i	i	i	i	i	i	i	i	i
CCc1ccccc1NC(=O)c1cc([N+](=O)[O-])ccc1N1CCOCC1	i	10	i	i	i	i	i	i	i	i	i
CCCN(C(=O)COC(=O)CCOc1ccccc1C)c1c(N)n(Cc2ccccc2)c(=O)[nH]c1=O	i	13	i	i	i	i	i	i	i	i	i
Cc1noc(C)c1COc1ccc(CC(=O)NCCc2ccccc2)cc1	i	-17	i	i	i	i	i	i	i	i	i
CC(CNS(=O)(=O)c1ccc2c(c1)CC(=O)N2C)c1ccccc1 (centres undefined)	i	6	i	i	i	i	i	i	i	i	i
CC(=O)Nc1ccccc1C(=O)C(=O)Nc1cccc(C(=O)NCc2ccccc2)c1	i	-4	i	i	i	i	i	i	i	i	i
CN(C)c1nc(N)nc(-c2ccco2)n1	i	0	i	i	i	i	i	i	i	i	i
O=c1ccc(-c2ccc([N+](=O)[O-])cc2)nn1-c1ccccc1	i	10	i	i	i	i	i	i	i	i	i
CNC(=O)C(=O)N/N=C/c1ccc(Br)cc1	i	-7	i	i	i	i	i	i	i	i	i
COc1ccccc1N1CCN(S(=O)(=O)CCNC(=O)C23CC4CC(CC(C4)C2)C3)CC1	i	3	i	i	i	i	i	i	i	i	i
O=C(Nc1ccncc1)c1cccs1	/	/	/	i	i	i	i	i	/	/	/
COc1ccc(Cl)cc1NC(=O)CN1CCN(S(=O)(=O)c2ccc(F)cc2)CC1	i	19	i	i	i	i	i	i	i	i	i
CCOc1ccc(NC(=O)CN2C(=O)C(C)SC(C)C2=O)cc1 (centres undefined)	i	1	i	i	i	i	i	i	i	i	i
Cc1ccc(CNC(=O)C2CCC(=O)N(Cc3ccccc3F)C2)s1 (centres undefined)	i	-9	i	i	i	i	i	i	i	i	i
CN(Cc1c(C(=O)N(C)Cc2ccccc2)nc2ccccn12)CC1Cc2ccccc2O1 (centres undefined)	i	-1	i	i	i	i	i	i	i	i	i
COc1ccc(C(=O)OCCCOC(=O)c2ccc(OC)cc2OC)c(OC)c1	i	-2	i	i	i	i	i	i	i	i	i
CCN(CC)C(=O)N1CCN(S(=O)(=O)c2ccc(C)cc2)CC1	i	0	i	i	i	i	i	i	i	i	i
CCOC(=O)C1CCN(C(=O)COc2cccc3ccccc23)CC1	i	-2	i	i	i	i	i	i	i	i	i
O=C(Nc1ccccc1)OC1CC2CC1C1CCCC21 (centres undefined)	i	12	i	i	i	i	i	i	i	i	i
CC(NC(=O)c1cc2cc(Br)ccc2oc1=N)c1ccccc1 (centres undefined)	i	5	i	i	i	i	25*	i	i	i	i
Cc1cc(C)c(S(=O)(=O)Nc2ncn[nH]2)c(C)c1	i	1	i	i	i	i	i	i	i	i	i
COc1ccc(C2=NOC(Cn3nc(C(=O)NCc4ccc(C)cc4)cc3-c3ccccc3)C2)cc1 (centres undefined)	i	13	i	i	i	i	i	i	i	i	i
CCC(=O)N(Cc1cc(=O)[nH]c2ccccc12)c1ccccc1OC	i	-2	i	i	i	i	i	i	i	i	i
O=C(NCC(NS(=O)(=O)OCC(Cl)(Cl)Cl)c1ccccc1)C(F)(F)F (centres undefined)	i	2	i	i	i	i	i	i	i	i	i
Cn1c(SCC(=O)N2CCN(C(=O)c3ccco3)CC2)nnc1-c1ccc(NS(C)(=O)=O)cc1	i	5	i	i	i	i	i	i	i	i	i
O=C1Nc2ccc(S(=O)(=O)NCc3ccccn3)c3cccc1c23	i	3	i	/	i	/	/	/	i	i	i
N#Cc1ccc(N2C(=O)[C@@H]3C(C(=O)c4ccc5ccccc5n4)=NN[C@@H]3C2=O)cc1	i	13	i	i	i	i	i	i	i	i	i
CN(Cc1cccc(Cl)c1)C(=O)C1CCC(=O)N(C2CC2)C1 (centres undefined)	i	4	i	i	i	i	i	i	i	i	i
C=CCn1c(SCc2c(F)cccc2Cl)nnc1-c1ccco1	i	1	i	i	i	i	i	i	i	i	i
CCn1c(CC(=O)Nc2ccccc2)nnc1SCC(=O)Nc1nncs1	i	0	i	i	i	i	i	i	i	i	i
O=C(COc1cccc(Oc2ccccc2)c1)Nc1ncccn1	i	0	i	i	i	i	i	i	i	i	i
c1cc2c(cc1CN1CCOCC1)OCO2	i	-3	i	i	i	i	i	i	i	i	i
CCOC(=O)Cc1csc(NC(=O)COc2ccc3c(C)cc(=O)oc3c2)n1	i	27	i	i	i	i	i	i	i	i	i
COc1ccccc1CNC(=O)Cn1ccsc1=N	i	-2	i	i	i	i	i	i	i	i	i
CCN(C#N)c1nc(NC(C)C)nc(NC(C)(C)C)n1	i	-3	i	i	i	i	i	i	i	i	i
CCC(=O)N1CCN(C(=O)c2ccccc2)CC1	/	/	/	i	i	i	i	i	/	/	/
C(=N\Nc1nc(Nc2ccccc2)nc(Nc2ccccc2)n1)/c1ccncc1	i	-13	i	i	i	i	i	i	i	i	i
CCOC(=O)C1CCCN(C(=O)c2ccccc2NC(C)=O)C1 (centres undefined)	i	-1	i	i	i	i	i	i	i	i	i
COCCCN1CC(=O)N2C(c3cccc(OC)c3)c3[nH]c4ccccc4c3C[C@H]2C1=O (some centres undefined)	i	3	i	i	i	i	i	i	i	i	i
CCOc1cc(S(=O)(=O)Nc2ncn[nH]2)ccc1Br	i	7	i	i	i	i	i	i	i	i	i
Additional structures follow.
SMILES	TRPC4 act	SKKanGAS inh	TRPC6 activator	MrgX1 PAM	ANO1 activ	MrgX1 agonist	ANO1 block	MrgX1 antagonist	TRPC4 PAM	TRPC6 inh	TRPC4 block
COc1ccc(CC(=O)Nn2c(-c3ccccc3)nc3ccccc3c2=O)cc1	i	6	i	i	i	i	i	i	i	i	i
O=C(CSc1ccccc1C(=O)NCc1ccccc1)NC12CC3CC(CC(C3)C1)C2	i	0	i	i	i	i	i	i	i	i	i
Cc1cccc(-c2cc3nc(C)cc(NCCCn4ccnc4)n3n2)c1	i	-2	i	i	i	i	i	i	i	i	i
Cn1c(=O)[nH]c(=O)c2c1nc(SCC(O)CCl)n2Cc1ccccc1 (centres undefined)	i	3	i	i	i	i	i	i	i	i	i
CC1CCC(NC(=O)C(Cc2ccccc2)n2cccc2)CC1 (centres undefined)	i	2	i	i	i	i	i	i	i	i	i
CN(C)CCOC(=O)Cc1ccc(Cl)cc1	i	-1	i	i	i	i	i	i	i	i	i
N#CCOC(=O)C1c2ccccc2Oc2ccccc21	i	-6	i	i	i	i	i	i	i	i	i
CCn1c(Cc2ccc(OC)cc2)nnc1SCC(=O)Nc1nc2ccccc2s1	i	2	i	i	i	i	i	i	i	i	i
NCCCC(N)(C(=O)O)C(F)F (centres undefined)	i	4	i	i	i	i	i	i	i	i	i
O=C(Nc1ccccc1)Nc1ccccc1C(=O)NCC1CC1	i	-6	i	i	i	i	i	i	i	i	i
